Screening results deposited in PubChem by Johns Hopkins Ion Channel Center.
CHT block: human CHT choline transport inhibition; 310,000 tested, 0.86% active; Q9GZV3; B-score at 10 µM; CHT-expressing cells, membrane potential dye, choline response; active compounds read low;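 active = B-score over 3 SD under the library average, and starting fluorescence ratio not unusually high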;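 note: choline stimulus applied at its EC90 after an EC20 pre-addition; B-score computed on integrated fluorescence ratio after choline addition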
Target sequence (Q9GZV3 whole entry, looked up): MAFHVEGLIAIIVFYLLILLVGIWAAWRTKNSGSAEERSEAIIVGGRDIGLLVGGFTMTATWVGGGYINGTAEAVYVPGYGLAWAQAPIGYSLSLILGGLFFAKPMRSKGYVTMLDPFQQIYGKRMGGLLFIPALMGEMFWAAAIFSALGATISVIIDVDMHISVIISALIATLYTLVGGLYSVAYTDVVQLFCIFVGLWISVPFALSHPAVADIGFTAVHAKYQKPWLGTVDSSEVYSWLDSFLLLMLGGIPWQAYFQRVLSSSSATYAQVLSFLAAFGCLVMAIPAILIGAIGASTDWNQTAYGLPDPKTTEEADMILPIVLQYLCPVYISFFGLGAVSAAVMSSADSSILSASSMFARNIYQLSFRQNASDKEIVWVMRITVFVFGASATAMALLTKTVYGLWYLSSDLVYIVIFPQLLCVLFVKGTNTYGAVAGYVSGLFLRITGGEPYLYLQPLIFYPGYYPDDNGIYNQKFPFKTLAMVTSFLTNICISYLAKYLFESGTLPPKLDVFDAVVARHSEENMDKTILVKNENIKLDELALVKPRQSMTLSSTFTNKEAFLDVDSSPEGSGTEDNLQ
KCNQ2 inh: KCNQ2 channel blockers in CHO-K1 cells – cell-based, FluxOR thallium flux, B-score, primary screen (AID 2156); O88943; 20 min; active compounds read low; B-score at 10 µM; 310,000 tested, 1.1% active;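 active = fluorescence ratio B-score at most minus 3 library SDs, with starting brightness B-score within 2 library SDs, cut at about -5.5 in these data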
Active calls of the source: *; i = inactive; · = not tested or not shown.

Start of the data: the first 2 entries (preview)
structure	CHT block	KCNQ2 inh
Cc1c(NC(=O)C(CC(=O)O)NCc2ccco2)c(=O)n(-c2ccccc2)n1C (configuration not stated)	·	i
CC(C)C[C@H](N)c1nnc(SCC(=O)Nc2ccc(Br)cc2)o1	i	i

This part in full, previewed entries included:
structure	CHT block	KCNQ2 inh
Cc1c(NC(=O)C(CC(=O)O)NCc2ccco2)c(=O)n(-c2ccccc2)n1C (configuration not stated)	·	i
CC(C)C[C@H](N)c1nnc(SCC(=O)Nc2ccc(Br)cc2)o1	i	i
COc1ccc(NC2c3ccccc3C(=O)N2Cc2ccccc2Cl)cc1OC (configuration not stated)	i	i
O=C(/C=C\Nc1cccc(F)c1)c1ccc2c(c1)OCO2	i	i
Nc1nc2ccccc2n1C(=O)c1ccco1	·	i
COc1cccc(CC(=O)N[C@@H](CCSC)c2nc3ccccc3[nH]2)c1	i	i
O=C(NCc1cccs1)c1csc2ccccc12	i	i
Cc1c(NS(=O)(=O)c2ccc(Cl)c(C(=O)OC(C)C(=O)N3CCOCC3)c2)c(=O)n(-c2ccccc2)n1C (configuration not stated)	i	i
Cc1onc(C(=O)Nc2cccc(C(F)(F)F)c2)c1[N+](=O)[O-]	i	i
COc1ccc(NC(=S)N(CCCN2CCOCC2)C(C)c2cc3cccc(OC)c3o2)cc1 (configuration not stated)	i	i
Cc1ccsc1C(=O)OCc1csc(-c2ccccc2)n1	i	i
COc1ccc(CNC(=O)c2cc3cc(OC)ccc3oc2=O)cc1	i	i
O=C(C1CCCN(c2ncnc3c2nc2n3CCCCC2)C1)N1CCN(c2cccc(Cl)c2)CC1 (configuration not stated)	-10*	i
O=C(N/N=C/C=C/c1ccccc1)C1CC1c1ccccc1 (configuration not stated)	i	i
CC(=O)c1cc(C#N)c(N2CCN(c3ccccc3)CC2)nc1C	i	i
Cc1ccc(-c2c(C(=O)N/N=C/c3ccco3)nnn2-c2nonc2N)cc1	i	i
CCC(C)(C(=O)NC1CCCC1)N(C(=O)c1cnccn1)c1ccccc1 (configuration not stated)	i	i
COCCn1c(N)c(N(Cc2ccccc2)C(=O)CSCC(=O)Nc2ccc(OC)cc2)c(=O)[nH]c1=O	i	i
CCCCNC(=O)C1CCN(S(=O)(=O)N2CCOCC2)CC1	i	i
C/C(=N\NC(=O)c1cc(C)nc2ccc(C)cc12)c1ccncc1	i	i
O=C(/C=C\Nc1ccccc1Br)c1ccc2c(c1)OCO2	i	i
O=C(NCc1cccs1)C1CC(O)CN1C(=O)Nc1ccccc1 (configuration not stated)	i	i
COc1ccc(OC)c(N=CC2=C(O)CC(C)(C)CC2=O)c1	i	i
CCN(C(=O)COC(=O)C1CCN(S(=O)(=O)c2ccc3c(c2)OCCO3)CC1)C1CCCCC1	i	i
Cc1ccc(CNC(=O)C(CCC(N)=O)NC(=O)OCc2ccccc2)cc1 (configuration not stated)	i	i
CC(C#Cc1ccc2c(c1)COc1c3ccccc3nn1-2)OC(C)(C)C (configuration not stated)	i	i
CCCN(CCO)Cc1ccc(F)c(Br)c1	i	i
CC(=O)Nc1nc(CCN2C(=O)c3ccccc3C2=O)cs1	i	i
O=C(C1=C(O)C(=O)N(CCN2CCOCC2)C1c1cccc(O)c1)c1cc2ccccc2o1 (configuration not stated)	·	i
COc1ccc(NC(=O)C(=O)NCCO)cc1Cl	i	i
COc1cc(SC)ccc1C(=O)Nc1cccc(S(=O)(=O)NC2=NCCCCC2)c1	i	i
CN(C(=O)CCS(=O)(=O)c1cc2c(cc1Cl)NC(=O)CO2)C1CCCCC1	i	i
COc1ccc(C2C(=O)c3ccccc3C2=O)cc1OC	i	i
O=C(Cc1ccc([N+](=O)[O-])cc1)NCc1ccncc1	i	i
c1ccc(-c2cn(C[C@H]3CC[C@@H]([C@@H]4CC[C@H](Cn5cc(-c6ccccc6)nn5)O4)O3)nn2)cc1	i	i
O=C(c1ccc(S(=O)(=O)c2ccccc2Cl)c([N+](=O)[O-])c1)N1CCN(Cc2ccccc2)CC1	i	i
O=[N+]([O-])c1ccccc1S(=O)(=O)N1CCCc2ccccc21	i	i
CC1CC(C)CN(C(=O)CCNC(=O)c2ccccc2Cl)C1 (configuration not stated)	i	i
CC(=O)N(C)Cc1ccc(C(=O)CCl)cc1	i	i
O=C(O)CCN1C(=O)NC2(CCCC2)C1=O	i	i

Next part:
Sequence of screens – CHT block	KCNQ2 inh
> CCCCC(=O)Nc1nc(-c2ccc(S(=O)(=O)N3CCOCC3)cc2)cs1
→ i	i
> CC(CNC(=O)CCn1ccc2cc(S(=O)(=O)N3CCCC3)ccc21)c1ccccc1 (configuration not stated)
→ i	i
> COc1cc(/C=C2\SC(=O)N(Cc3ccc(F)cc3)C2=O)cc([N+](=O)[O-])c1O
→ ·	i
> COc1ccc(-n2c(SCC(=O)Nc3ccc(C(N)=O)cc3)nc3ccccc3c2=O)cc1OC
→ i	i
> N=C1C(c2nc3ccccc3s2)=C(O)CN1NC(=O)c1c[nH]c2ccccc12
→ i	i
> Cc1cccc(NC(=S)NNC(=O)c2csc(C)c2)c1
→ i	i
> CC(=O)c1c(C)n([O-])c2ccc(C)cc2[n+]1=O
→ i	i
> COc1ccc(Cl)cc1NS(=O)(=O)c1cccc(C(=O)NCC(c2ccco2)N2CCCC2)c1 (configuration not stated)
→ i	i
> Cc1ccc(S(=O)(=O)C2(C(=O)NCc3ccccc3Cl)CC2)cc1
→ i	i
> O=C(NCc1ccc2c(c1)OCO2)C(=O)NC1CCCCC1
→ i	i
> COC(=O)c1c(NC(=O)/C=C/C(=O)O)sc(Cc2ccccc2)c1C
→ i	i
> CN(C(=O)CSc1nnc(-c2ccccc2)o1)c1c(N)n(Cc2ccccc2)c(=O)[nH]c1=O
→ i	i
> COc1ccc(-c2nnn(CC(=O)N(CC(=O)NC3CCCC3)c3ccccc3)n2)cc1OC
→ i	i
> CCOc1ccccc1Nc1cc2n(c(=O)n1)CCc1cc(OC)c(OC)cc1-2
→ i	i
> Cc1csc(SCC(=O)Nc2ccc3c(c2)OCCO3)n1
→ i	i
> CCCCn1c(N)c(N(CCC(C)C)C(=O)C2CC(=O)N(c3ccc(OC)cc3OC)C2)c(=O)[nH]c1=O (configuration not stated)
→ i	i
> O=C(CCC(=O)c1cccs1)OCc1nnc(-c2ccccc2)o1
→ i	i
> CCc1ccc(C(=O)NNC(=O)CCN2CCN(Cc3ccccc3)CC2)cc1
→ i	i
> CC(C)CCn1c(SCCN2CCOCC2)nc2c1c(=O)[nH]c(=O)n2C
→ i	i
> COc1cccc(NC(=O)CCc2nnc3ccc(N4CCN(c5cccc(OC)c5)CC4)nn23)c1
→ i	i
> COc1cc(OC)c2c(c1C(CCN1CCOCC1)c1ccc(N(C)C)cc1)OC(=O)CC2c1ccc(N(C)C)cc1 (configuration not stated)
→ i	i
> CSc1ccccc1NC(=O)CN1c2ccccc2CC1C (configuration not stated)
→ i	i
> CC(C)C1COS(=O)(=O)NC1CC(=O)SC(C)(C)C (configuration not stated)
→ i	i
> Cc1ccccc1CC(=O)Nc1cc(C(C)(C)C)on1
→ i	i
> CCn1cc(C(=O)OCC(=O)c2ccccc2)c(=O)c2ccc(C)nc21
→ ·	i
> CC(=O)NS(=O)(=O)c1ccc(NC(=O)COc2ccc(C(=O)c3ccccc3)cc2)cc1
→ i	i
> COc1ccc(-c2cc(C(F)(F)F)n3nc(C(=O)NCCCn4ccnc4)cc3n2)cc1
→ i	i
> CC(C)CCN(Cc1ccco1)S(=O)(=O)c1ccc(-c2ccc(=O)[nH]n2)s1
→ i	i
> Cc1cccc(N2CCN(C(=O)Cn3cnc4c3c(=O)n(C)c(=O)n4C)CC2)c1C
→ i	i
> CCCC[C@H](CN[C@@H](CNC)[C@H](C)CC)NCCC12CCC(CC1)C2
→ i	i

Not a retest: entries from further up.
Sequence of screens – CHT block	KCNQ2 inh
> Cc1cccc(N2CCN(C(=O)Cn3cnc4c3c(=O)n(C)c(=O)n4C)CC2)c1C
→ i	i
> CCCC[C@H](CN[C@@H](CNC)[C@H](C)CC)NCCC12CCC(CC1)C2
→ i	i

Continued:
Sequence of screens – CHT block	KCNQ2 inh
> CCS(=O)(=O)N1CCCC(C(=O)NCC2CCCO2)C1 (configuration not stated)
→ i	i
> CCC(O)CNC(=O)NC(=C(Cl)Cl)c1ccc(C)c(F)c1 (configuration not stated)
→ i	i
> CC(=O)N/C(=N/c1nc(C)cc(C)n1)Nc1ccc(NC(C)=O)cc1
→ i	i
> Cc1ccc(C(C)c2c(C)c([N+](=O)[O-])cc(C)c2[N+](=O)[O-])cn1 (configuration not stated)
→ i	i
> Cc1oc2c(cc(NS(=O)(=O)c3cccs3)c3ccccc32)c1C(=O)OC(C)C
→ i	i
> O=C(CSCc1ccc(Cl)cc1)NCc1ccccn1
→ i	i
> Nc1cc(=O)[nH]c(SCc2nnc(-c3ccccc3)o2)n1
→ i	i
> CNC(=S)N/N=C/c1ccc(-c2cccc(C(=O)O)c2)o1
→ i	i
> COC(=O)C1Cc2c([nH]c3ccccc23)C2(CCN(Cc3ccccc3)CC2)N1 (configuration not stated)
→ i	i
> CCCN1C(=O)C2(C(C(=O)c3ccc(C)o3)=C(O)C(=O)N2CCCOC)c2ccccc21 (configuration not stated)
→ i	i
> COc1cc(OC)c(C(=O)NCc2ccco2)cc1OC
→ i	i
> CCOC(=O)C(C)N1C(=O)S/C(=C/c2ccc3c(c2)n(C)c(=O)n3C)C1=O (configuration not stated)
→ i	i
> Cc1cc(C(=O)N2CCc3ccccc32)c2ccccc2n1
→ i	i
> CCCOP(=O)(c1ccc(N(C)C)cc1)C(O)c1ccncc1 (configuration not stated)
→ i	i
> O=C(Nc1ccc(S(=O)(=O)Nc2ncccn2)cc1)C1COc2ccccc2O1 (configuration not stated)
→ i	i
> CCN1C(=O)N(S(=O)(=O)c2ccc(C)cc2)[C@@H](c2ccccc2)C(C(=O)OC)=C1C
→ i	i
> CN(C)N=Nc1nc2c([nH]1)c(=O)n(C)c(=O)n2C
→ i	i
> Cc1ccc(C(=O)NC2CCC(C)CC2)s1 (configuration not stated)
→ i	i
> Cn1ccc(O)c(C#N)c1=O
→ i	i
> Cc1cccc(N2C(=O)CC(N3CCN(c4ccc(Cl)cc4)CC3)C2=O)c1 (configuration not stated)
→ i	i
> COc1cc(/C=N\NC(=O)CC(=O)NCCc2ccccc2)ccc1O
→ i	i
> CCOC(=O)N1CCN(CCC(=O)c2ccc(Br)cc2)CC1
→ i	-7.1*
> CCOCc1nc(N)[nH]c(=O)c1Cc1ccc(OC(C)C)cc1
→ i	i
> COc1cc(C(=O)Nc2c(C)cc(C)cc2C)c(Br)c(OC)c1OC
→ i	-8.8*
> COc1ccsc1C(=O)NCCN1CCOCC1
→ i	i
> O=C(/C=C/c1cccc(C(F)(F)F)c1)Nc1cccc(C(F)(F)F)c1
→ i	-8.2*
> Cc1cccc(C)c1NC(=O)CSCC(=O)O
→ i	i
> Cc1ccnc(N/C=C(/NC(=O)c2ccccc2)C(=O)N/N=C\c2ccc(Cl)cc2)n1
→ i	i
> O=C(Nc1ccc(N2CCCCC2)cc1)c1ccc2c(c1)OCCO2
→ i	i
> COc1ccc(-n2c(SCC(=O)NCC3CCCO3)nc3c([nH]c4ccccc43)c2=O)cc1 (configuration not stated)
→ i	i

Some of the entries so far, with values ahead of the structure.
| CHT block | KCNQ2 inh | mol |
| --- | --- | --- |
| i | i | COc1ccsc1C(=O)NCCN1CCOCC1 |
| i | i | CCCOP(=O)(c1ccc(N(C)C)cc1)C(O)c1ccncc1 (configuration not stated) |
| i | i | O=C(Nc1ccc(S(=O)(=O)Nc2ncccn2)cc1)C1COc2ccccc2O1 (configuration not stated) |

Whole records from above. Order of screens: CHT block, KCNQ2 inh
Cn1ccc(O)c(C#N)c1=O across the screens: i, i
CC(=O)N/C(=N/c1nc(C)cc(C)n1)Nc1ccc(NC(C)=O)cc1 across the screens: i, i
CCCN1C(=O)C2(C(C(=O)c3ccc(C)o3)=C(O)C(=O)N2CCCOC)c2ccccc21 (configuration not stated) across the screens: i, i

Following part:
Sequence of screens – CHT block	KCNQ2 inh
> CC(=O)N1CCN(c2ccc(NC(=S)NC(=O)/C=C/c3ccccc3)cc2)CC1
→ i	i
> COc1ccc(NC(=O)C2=CC(c3ccc(C)cc3)=NS(=O)(=O)N2C)cc1OC
→ i	i
> CCOC(=O)NC(=O)c1cn(N(C)c2ncc(C(F)(F)F)cc2Cl)c(=O)[nH]c1=O
→ i	i
> COc1cc2[nH]c(=S)n(C3CC3)c(=O)c2cc1OC
→ i	i
> COc1cc(C(=O)N2CCC(NC(=O)C(Cc3ccccc3)NC(C)=O)CC2)cc(OC)c1OC (configuration not stated)
→ i	i
> COc1ccc(Nc2ccccc2NC(=O)c2ccccc2Br)cc1
→ i	-9.6*
> S=C(CN1CCCC1=S)NCCc1ccccc1
→ i	i
> COc1ccc(CCNC(=O)COC(=O)c2ccc(N3CCCC3=O)cc2)cc1OC
→ i	i
> Cc1cc(C(=O)Nc2ccc(F)cc2)c2ccccc2n1
→ i	i
> Cc1cc(C(=O)N2CCN(CCc3ccccc3)CC2)no1
→ i	i
> C[C@H](NC(=O)OC(C)(C)C)C(=O)NCC1CCC(C(=O)O)CC1 (some centres not stated)
→ i	i
> CNC(=O)c1c(NC(=O)c2cccc(N3C(=O)CCC3=O)c2)sc2c1CCC2
→ i	i
> O=C(O)COc1ccccc1/C=N/NC(=O)CNC(=O)c1ccc(F)cc1
→ i	i
> Cc1ccc(NC(=O)N/C=C/c2ccco2)c(C)c1
→ i	i
> Cc1[nH]c(=O)[nH]c(=O)c1S(=O)(=O)NCCOC12CC3CC(CC(C3)C1)C2
→ i	i
> CCOc1cc(/C=C2\N=C(C)OC2=O)cc(Br)c1OCCc1ccccc1
→ i	i
> CC(=O)Nc1nc2c(c3c1c(=O)oc1ccccc13)CC(C)CC2 (configuration not stated)
→ ·	i
> CCCOc1c(Br)cc(C(=O)NCC)cc1OC
→ i	·
> Cc1nc2ccccc2n1CCc1nc2c3ccccc3nc(SCC(=O)NCc3ccco3)n2n1
→ i	i
> COC(=O)c1[nH]c2cccc(OC)c2c1NC(=O)CN(C)CC1OCCO1
→ i	i
> CCNS(=O)(=O)c1ccc(OCCNS(C)(=O)=O)cc1
→ i	i
